PREPL inhibitor: PREPL enzyme inhibitors, primary screen, biochemical, fluorescence polarization; Prolyl endopeptidase-like (Homo sapiens), Q4J6C6; AID 2751, 2010; recombinant PREPL, fluorescence polarization activity-based probe; inhibition, % at 5.96 µM; actives 0.68% (n = 320,000); in the data active means inhibition above about 43%;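 further: 0% = enzyme with DMSO and 100% = wells lacking enzyme; many of its hits are not listed in these tables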
JMJD2C inh: inhibitors of GASC-1 histone demethylase, primary screen, biochemical, fluorescence, DELFIA europium. Lysine-specific demethylase 4C (Homo sapiens), Q9H3R0. GST-JMJD2C(1-420) H3K9me3 demethylation. inhibition, % at 2.35 µM. actives 0.069% (n = 330,000). AID 2099, 2009;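 active means more than half of a compound's replicate wells show inhibition beyond 50%, single wells judged on their own value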;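 further: signal counts dimethyl H3K9 product captured on neutravidin plate; 0% = median of DMSO wells and 100% = 0.3 times that DMSO median; strong numbers were not always called active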
Target sequence (Q9H3R0 1-420 limits assumed): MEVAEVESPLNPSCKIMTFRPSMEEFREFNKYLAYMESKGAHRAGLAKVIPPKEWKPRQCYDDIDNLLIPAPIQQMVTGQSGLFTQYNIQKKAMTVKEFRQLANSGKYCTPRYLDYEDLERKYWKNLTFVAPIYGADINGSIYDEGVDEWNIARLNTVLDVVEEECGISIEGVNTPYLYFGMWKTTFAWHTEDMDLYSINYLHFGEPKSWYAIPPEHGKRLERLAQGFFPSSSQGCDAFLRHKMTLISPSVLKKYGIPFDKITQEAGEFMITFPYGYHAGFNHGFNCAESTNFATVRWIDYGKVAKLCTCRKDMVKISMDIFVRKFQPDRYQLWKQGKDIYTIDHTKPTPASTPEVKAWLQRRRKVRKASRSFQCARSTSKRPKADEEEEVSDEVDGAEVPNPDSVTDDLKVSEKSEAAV
PP5 inh: PP5 phosphatase inhibitors, primary screen, biochemical, fluorescence | Serine/threonine-protein phosphatase 5 (Homo sapiens), P53041 | purified PP5c, OMFP substrate fluorescence | inhibition, % at 6.7 µM | actives 0.18% (n = 320,000) | AID 1987, 2009;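 active means inhibition above the campaign's mean inhibition across all tested compounds plus 3 SD, cut at about 9.5% in these data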;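 further: 0% = DMSO only and 100% = 100 µM cantharidin control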
Target sequence (P53041 whole entry, looked up): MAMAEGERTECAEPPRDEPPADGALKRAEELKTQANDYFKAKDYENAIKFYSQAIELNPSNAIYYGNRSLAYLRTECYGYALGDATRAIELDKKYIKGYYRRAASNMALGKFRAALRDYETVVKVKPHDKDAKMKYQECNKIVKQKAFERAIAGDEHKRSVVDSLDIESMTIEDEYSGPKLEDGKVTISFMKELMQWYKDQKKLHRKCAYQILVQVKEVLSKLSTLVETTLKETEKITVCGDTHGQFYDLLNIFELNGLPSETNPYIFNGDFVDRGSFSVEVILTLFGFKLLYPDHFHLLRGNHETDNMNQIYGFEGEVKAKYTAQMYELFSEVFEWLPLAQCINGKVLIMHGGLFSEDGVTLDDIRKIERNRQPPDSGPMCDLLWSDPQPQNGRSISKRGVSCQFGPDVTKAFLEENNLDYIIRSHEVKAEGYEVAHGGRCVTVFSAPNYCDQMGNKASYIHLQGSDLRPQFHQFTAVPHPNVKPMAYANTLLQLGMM
PP1 inh: PP1-alpha phosphatase inhibitors, primary screen, counter-screen for PP5 inhibitor project, biochemical, fluorescence, OMFP substrate, single point; actives 0.9% (n = 320,000); purified PP1alpha; inhibition, % at 6.7 µM; Serine/threonine-protein phosphatase PP1-alpha catalytic subunit (Homo sapiens), P62136;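 active means inhibition above the mean inhibition of all tested compounds plus 3 SD, computed separately for each screening campaign, cut at about 15% in these data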
TPT1 inh: Candida albicans TPT1 enzyme inhibitors, primary screen, biochemical, fluorescence polarization. tRNA 2'-phosphotransferase TPT1 (Candida albicans SC5314). recombinant caTPT1, FP RNA substrate dephosphorylation. inhibition, % at 5 µM. actives 0.81% (n = 300,000);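 active means inhibition above the mean of all tested compounds plus 3 SD, set per screening campaign, cut at about 24% in these data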;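 further: plate controls were DMSO alone for no effect and ferristatin control at 100 nM for full effect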
core dimer inh: inhibitors of HCV core protein dimerization, primary screen, biochemical, TR-FRET, high-throughput; TR-FRET GST/Flag-core106 dimerization, 1536-well; inhibition, % at 5 µM; actives 0.33% (n = 300,000);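 active means inhibition above the mean of all tested compounds plus 3 SD, set per screening campaign, cut at about 45% in these data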
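System – GST-tagged and Flag-tagged HCV core protein residues 1-106 · Repeats – one well for each compound · Technique – TR-FRET 671 and 617 nm emission · Doses – one concentration, 5 µM, in 0.5% DMSO · Times – 4 h, 22.5 °C incubation · Also added – Eu donor and XL665 acceptor anti-tag antibodies · Measure – percent inhibition of core106 dimerization signal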
CTSL1 counter: Fasciola hepatica cathepsin L1 inhibitors, primary screen, counter-screen for PFM18AAP inhibitor project, biochemical, QFRET, fluorogenic peptide substrate | recombinant F. hepatica cathepsin L1, Z-Leu-Arg-MCA fluorescence | inhibition, % at 5.96 µM | actives 0.49% (n = 300,000);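 active means inhibition above the mean of all tested compounds plus 3 SD, set per screening campaign, cut at about 17% in these data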;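 further: 0% = plate median of test compound wells and 100% = 1 µM Z-Phe-Ala-diazomethylketone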
Efflux pump mplx: inhibitors of Candida efflux pumps in yeast, primary screen, S. cerevisiae, Nile Red, multiplex; S. cerevisiae Candida pump triplex; inhibition, % at 10 µM; actives 0.44% (n = 330,000);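 active means plate passing quality check with inhibition over a set limit, or well fluorescence over plate mean plus 4 SD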;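 further: Nile Red retained in pooled yeast measured as flow cytometry median fluorescence; 0% = buffer negative control and 100% = Enniatin B positive control; higher means more Nile Red kept so more efflux inhibition; some compounds called inactive have numbers as strong as hits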
LYPLA2 counter: LYPLA2 inhibitors, primary screen, counter-screen for PME1 inhibitor project, biochemical, fluorescence polarization, FP-Rh probe ABPP; actives 0.38% (n = 320,000); inhibition, % at 5.9 µM; Acyl-protein thioesterase 2 (Homo sapiens), O95372; recombinant LYPLA2; AID 2177, 2009;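 active means inhibition above the screen-wide mean plus 3 SD, limit set per campaign, cut at about 26% in these data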;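 further: 0% = LYPLA2 with DMSO and 100% = wells lacking LYPLA2 enzyme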
Starred values were filed as active, the others as inactive; nt = no result given. This is a subset, so the mix of outcomes need not match the whole.

SMILES	PREPL inhibitor	JMJD2C inh	PP5 inh	PP1 inh	TPT1 inh	core dimer inh	CTSL1 counter	Efflux pump mplx	LYPLA2 counter
O=C(/C=C/c1ccccc1)N/C(=C/c1ccccc1)C(=O)Nc1ccccc1O	-12	3	5.9	2	13	8	4	0.3	-6
O=S(=O)(NCC(O)c1ccccc1)c1cc(Cl)sc1Cl (stereo not given)	-6	-4	0.9	3	0	1	-2	-0.2	0
CCOC(=O)C(NCc1ccco1)(NC(=O)c1ccc(OC)cc1)C(F)(F)F (stereo not given)	-5	-2	-1.4	0	-5	-2	0	-0.1	1
O=C(OCc1cc(=O)n2ccsc2n1)c1ccc(O)cc1O	4	3	3.1	4	nt	nt	nt	-0.1	8
COc1ccc(OC)c(CN2CCN(C(=O)CNC(=O)c3ccc(C(C)(C)C)cc3)CC2)c1	23	2	5.2	0	nt	nt	nt	0.1	7
CC(=O)N1CCN(c2ccc(NC(=O)c3ccc(Cl)c(Cl)c3)cc2)CC1	21	-8	0.7	4	-1	-5	1	0.1	1
O=C(NNC(=O)c1ccccc1C(=O)O)c1ccc(-c2ccccc2)cc1	16	27	4.2	4	-5	-8	-3	0.2	-9
CN(CC(=O)NC(=O)NCc1ccccc1)Cc1cccc(Cl)c1Cl	-14	17	1.2	-1	-1	7	-4	-0.2	1
CSc1ncccc1C(=O)Nc1ccc(OC(F)(F)F)cc1	-4	10	3.5	-3	-1	-2	-1	-0.1	7
Cc1ccc(N2C(=O)c3ccc(C(=O)N4CCN(c5ccc(C)c(C)c5)CC4)cc3C2=O)cc1	5	1	2.1	-3	-1	6	2	0.1	5
CN(C)S(=O)(=O)n1cnc([C@@H]2[C@H]3C(=O)OC[C@@H]3C[C@@]23N=CN(Cc2ccccc2)C3=O)c1	5	6	-2.0	-4	nt	nt	nt	0.1	1
O=C(O)C1Cc2[nH]cnc2C(c2ccccc2O)N1 (stereo not given)	3	-1	-2.1	0	2	-2	-1	0.8	3
O=S(=O)(Nc1nc2ccccc2nc1Nc1ccc2c(c1)OCO2)c1ccc(F)cc1	6	-1	-1.2	0	-2	12	1	0.1	5
CC[C@H](C)C(=O)O[C@H]1CCC=C2C=C[C@H](C)[C@H](CC[C@@H]3C[C@@H](O)CC(=O)O3)[C@H]21	2	3	-0.3	1	-1	-3	0	0.1	-5
O=C(c1ccc(Cl)cc1)N1CCCC(C(=O)N2CCc3ccccc3C2)C1 (stereo not given)	-6	4	-0.2	0	-3	1	-1	0.0	-2
O=C(Cc1csc(Nc2nc(=S)[nH]c3ccccc23)n1)NCc1ccccc1Cl	7	10	-0.8	-1	-2	8	-1	-0.2	3
COc1cccc(C2CC(=O)N3CN(c4cccc(Cl)c4C)CSC3=C2C#N)c1OC (stereo not given)	12	-17	0.0	2	-3	1	3	0.0	-3
O=c1[nH]c2ccccc2c2nc3ccccn3c12	12	-5	-0.8	-2	-3	2	5	-0.2	-1
CCc1ccc(N(CC(=O)Nc2ccccc2C(=O)N2CCCC2)S(C)(=O)=O)cc1	3	7	2.0	-10	1	-7	4	0.2	0
Cc1ccc(-n2c(SCC(=O)NCCN3C(=O)CSC3=O)nnc2-c2cccc(C)c2)cc1	2	6	2.1	-1	-3	2	0	-0.3	3

Rewritten with two lines to a compound: entries from further up.
Each structure is followed by: PREPL inhibitor | JMJD2C inh | PP5 inh | PP1 inh | TPT1 inh | core dimer inh | CTSL1 counter | Efflux pump mplx | LYPLA2 counter
Cc1ccc(N2C(=O)c3ccc(C(=O)N4CCN(c5ccc(C)c(C)c5)CC4)cc3C2=O)cc1
    5 | 1 | 2.1 | -3 | -1 | 6 | 2 | 0.1 | 5
CN(C)S(=O)(=O)n1cnc([C@@H]2[C@H]3C(=O)OC[C@@H]3C[C@@]23N=CN(Cc2ccccc2)C3=O)c1
    5 | 6 | -2.0 | -4 | nt | nt | nt | 0.1 | 1
O=C(O)C1Cc2[nH]cnc2C(c2ccccc2O)N1 (stereo not given)
    3 | -1 | -2.1 | 0 | 2 | -2 | -1 | 0.8 | 3
O=S(=O)(Nc1nc2ccccc2nc1Nc1ccc2c(c1)OCO2)c1ccc(F)cc1
    6 | -1 | -1.2 | 0 | -2 | 12 | 1 | 0.1 | 5

Continuation:
SMILES	PREPL inhibitor	JMJD2C inh	PP5 inh	PP1 inh	TPT1 inh	core dimer inh	CTSL1 counter	Efflux pump mplx	LYPLA2 counter
COC(=O)c1sccc1NC(=O)/C=C/c1c(Cl)cccc1Cl	5	-1	-0.2	-2	-5	7	0	-0.1	-4
CC(C)n1c(CCCO)nc2ccccc21	3	-2	4.9	1	-3	-6	0	0.1	1
CCCCOc1ccc(CNC(=S)N/N=C/c2ccc(OC)c(OC)c2)cc1	12	-5	1.8	2	-2	12	7	0.0	-11
Cc1ccc(-n2cc(-c3ccccc3)c3c(=O)[nH]cnc32)cc1	14	3	4.5	3	0	0	-1	-0.1	8
Cc1cc(=O)n2[nH]c(=O)c(N=Nc3ccccc3)c2[nH]1	4	4	2.0	2	2	-20	6	0.0	5
CCOC(=O)c1ccc(NC(=O)CCc2nc(-c3ccccc3)no2)cc1	-35	7	3.7	1	-1	1	-4	0.0	-1
Oc1ccc(/C=N/N=C/c2ccc(O)c(O)c2)cc1O	13	6	-1.4	-1	-2	-17	2	0.0	-10
CCCC1(C(=O)OCC)NC(c2ccc(O)cc2)C2C(=O)N(c3cccc(C(C)=O)c3)C(=O)C21 (stereo not given)	-5	24	-0.9	-5	-1	4	-3	-0.2	-3
Cn1c(=O)c2c(nc(NCc3ccc4c(c3)OCO4)n2Cc2ccccc2F)n(C)c1=O	23	-1	0.1	0	-2	5	-1	-0.4	-2
O=C(NCc1cccnc1)c1cccc2c1C(=O)N(Cc1cccnc1)C2	-4	-6	1.6	-2	-13	1	0	0.0	7
CCOC(=O)C(CC)/C(C)=N\NC(=O)CCC(=O)Nc1ccc(Cl)cc1Cl (stereo not given)	2	nt	3.0	-1	-2	-10	0	0.3	-5
CCn1c(=O)n(CC)c2cc(N)ccc21	15	0	1.4	-2	5	-5	0	0.0	-2
COc1ccc(S(=O)(=O)NC(C)C(=O)NCc2ccccn2)cc1OC (stereo not given)	-1	-4	1.3	-3	-4	-6	1	-0.1	0
O=C(NN=C1CCCC1)c1cc(O)cc(O)c1	1	-3	3.0	1	0	0	1	0.0	-8
Cc1cc(C)cc(N=Cc2c(O)c3ccccc3oc2=O)c1	5	-2	0.6	1	-2	4	1	-0.1	4
CC/C(=N/O)c1cnnc(SC)n1	-7	7	0.3	-3	0	-6	-3	0.1	2
O=C(NCCCn1ccnc1)c1ccccc1Cl	4	-1	0.6	0	-3	1	-1	0.0	-5
CCN(C(=O)COC(=O)c1ccc(OCc2c(C)noc2C)cc1)c1ccccc1	-3	1	1.7	3	2	9	0	0.1	0
CCOc1ccc(S(=O)(=O)Nc2ccc(S(=O)(=O)N3CCCCC3)cc2)cc1	8	-26	0.4	-2	1	-17	-1	0.1	10
CCSc1nc2ccccc2n1C(=O)/C=C/c1ccc(OC)c(OC)c1	6	0	-1.6	-3	-2	-4	4	-0.2	1

Among those listed so far, these have an aryl thioether with sulfur outside any ring.
SMILES	PREPL inhibitor	JMJD2C inh	PP5 inh	PP1 inh	TPT1 inh	core dimer inh	CTSL1 counter	Efflux pump mplx	LYPLA2 counter
CSc1ncccc1C(=O)Nc1ccc(OC(F)(F)F)cc1	-4	10	3.5	-3	-1	-2	-1	-0.1	7
Cc1ccc(-n2c(SCC(=O)NCCN3C(=O)CSC3=O)nnc2-c2cccc(C)c2)cc1	2	6	2.1	-1	-3	2	0	-0.3	3
CC/C(=N/O)c1cnnc(SC)n1	-7	7	0.3	-3	0	-6	-3	0.1	2
CCSc1nc2ccccc2n1C(=O)/C=C/c1ccc(OC)c(OC)c1	6	0	-1.6	-3	-2	-4	4	-0.2	1

Other structures:
SMILES	PREPL inhibitor	JMJD2C inh	PP5 inh	PP1 inh	TPT1 inh	core dimer inh	CTSL1 counter	Efflux pump mplx	LYPLA2 counter
CCCOc1ccccc1C1CC(=O)Nc2cc3c(cc21)OCO3 (stereo not given)	9	-1	2.9	4	-4	18	1	0.1	0
Cc1ccc(NC(=O)N/C=C/c2ccco2)cc1C	6	5	-1.9	1	24*	12	3	0.0	5
Cc1cc(C)c(S(=O)(=O)N2CCC(C(=O)NCc3ccncc3)CC2)c(C)c1	-2	0	0.3	0	2	1	-1	-0.2	-5
O=C(CSc1nnc(SCc2ccc(Cl)cc2)s1)N1CCN(C(=O)c2ccco2)CC1	-2	-23	0.7	-1	-2	0	-1	0.1	4
CC(C)Cc1ccc(C(C)C(N)=Nc2ccc(O)cc2)cc1 (stereo not given)	0	7	-0.9	3	0	0	1	0.0	0
CCOc1ccc(-n2c(C)cc(/C=N\NC(=O)CC(=O)NC3CCCCC3)c2C)cc1	8	0	3.4	0	2	17	2	-0.1	4
C/C(=N\NC(=O)C(C)Sc1ccccc1)c1ccc([N+](=O)[O-])cc1 (stereo not given)	-4	5	-3.0	-1	-2	2	2	0.1	7
CC1CCCCC1NC(=O)c1ccc(NC2=NC3CS(=O)(=O)CC3S2)cc1 (stereo not given)	6	35	-1.1	-1	-4	-9	3	-0.4	-3
Cc1cccc(NC(=O)CNC(=O)CN2C(=O)NC3(CCCc4ccccc43)C2=O)c1C (stereo not given)	-6	78	-0.7	-2	-1	4	-5	0.0	5
O=C(Nc1ccc(SC(F)F)cc1)c1ccc2nccnc2c1	15	3	0.1	7	7	12	14	-0.1	-7
CC(=O)c1ccc(OCc2ccccc2)c(C)c1O	-5	3	3.6	2	-7	0	2	nt	-6
CC(NC(=O)c1cc(S(=O)(=O)N(C)C)ccc1Cl)C1CC2CCC1C2 (stereo not given)	-7	-18	1.7	-3	-2	1	-2	0.0	3
Cc1ccc(NC(=O)Nc2cccs2)cc1	18	-43	1.2	0	7	1	4	-0.1	4
Cc1ccccc1NC(=S)N1CCCC(c2nc3ccccc3[nH]2)C1 (stereo not given)	-1	-5	-0.6	-11	1	1	-3	0.0	12
C/C(=N\NC(=S)NCCc1ccccc1)c1ccc(C#N)cc1	4	-1	0.2	-1	4	1	-14	0.0	2
CC1CC(C)CN(S(=O)(=O)N2CCCC(C(=O)NC(C)c3ccccc3)C2)C1 (stereo not given)	9	-2	-1.8	0	-3	-12	-1	-0.1	7
Cc1cc(C)cc(N(C(C)C(=O)NC2CCCC2)S(C)(=O)=O)c1 (stereo not given)	26	0	1.6	-4	-3	-3	2	-0.1	-4

Source: PubChem BioAssay
